PTHR1 ag = agonists of human PTHR1 parathyroid hormone receptor | HEK293 GP2 PTHR1 cells, GloSensor cAMP luminescence, 1 h | Potency, µM (highest dose often 115 µM), without a hit: at the top dose activation, hits mostly activators | hit rate 0.075% among 410,000; further: potency means the concentration at half of the fitted maximal effect; nearly all actives have a fitted effect of over 55% in size; some results filed as inactive show a strong effect at the top dose; inactives centre near -15; many of its hits are not listed in these tables
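HEK-293-derived GP2 cells expressing PTHR1 and a GloSensor cAMP reporter, 3,000/well, plated overnight, given luciferin plus IBMX (each 0.5 mM as added) for 1 h at 37 °C, then compound for 1 h at 37 °C. Luminescence was read after 15 min at room temperature.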
DRD3 antagonist = blocks the human D3 dopamine receptor | P35462 | D3R cells, DiscoveRx beta-arrestin luminescence, antagonist mode; active compounds read low | max response, negative = inhibition, % | hit rate 2.5% among 360,000 | AID 652054; in the data active means max response below about -50%; inconclusive means no clear call, values can overlap the other calls; further: on the % scale 0 is the no-effect control and ±100 the full control effect; mostly tested at two doses, the higher about 12 µM
Target sequence (P35462 whole entry, looked up): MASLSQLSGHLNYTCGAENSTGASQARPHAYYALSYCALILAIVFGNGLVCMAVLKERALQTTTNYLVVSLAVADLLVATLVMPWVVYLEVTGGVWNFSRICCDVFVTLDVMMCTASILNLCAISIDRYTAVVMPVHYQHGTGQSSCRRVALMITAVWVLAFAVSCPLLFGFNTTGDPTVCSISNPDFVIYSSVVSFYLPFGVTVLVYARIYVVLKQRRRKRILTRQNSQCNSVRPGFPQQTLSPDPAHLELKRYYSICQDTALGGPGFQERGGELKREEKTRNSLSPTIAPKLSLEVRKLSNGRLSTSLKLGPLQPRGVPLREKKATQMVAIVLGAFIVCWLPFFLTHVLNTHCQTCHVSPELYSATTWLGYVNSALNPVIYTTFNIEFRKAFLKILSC
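Cells plated overnight at 1500 cells/well, then exposed to library compounds with dopamine controls for 90 minutes at 37 degrees C. DiscoveRx reagent added for 30–60 minutes at room temperature; luminescence read, quantitative HTS format.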
TDP43 rescue = TDP-43 toxicity inhibition in yeast; TDP-43 expressing yeast growth rescue, BacTiter-Glo, 24 h; Potency, µM (titrated, usually from 46.1 µM), inactives show at the highest dose growth rescue (activation), actives largely listed as activators; hit rate 1.8% among 410,000; AID 652104; further: potency means the concentration at half of the fitted maximal effect; % of control where 0% means no effect; nearly all actives have a fitted effect of over 50% in size
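In this qHTS, compounds that restore growth of yeast expressing TDP-43 appear as activators. Cells (OD600=0.02, galactose medium, raffinose-pregrown) are incubated with compound 24 hr at 30 deg C and growth is quantified by BacTiter-Glo.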
Akt phos inh = Akt phosphorylation inhibition; hit rate 0.32% among 360,000; Neuro2A IGF-stimulated pAkt S473 HTRF, 20 min; active compounds read low; activity change, % for hits at 50 µM; in the data active means activity change below about -80%; inconclusive means mostly about -51% to -80%; further: on the % scale 0 is the no-effect control and ±100 the full control effect
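Neuro2A cells in DMEM with 0.5% FBS, overnight at 37 deg C, given compound at single 50 µM final, then IGF (6 nM final) for 20 min at 37 deg C. Lysed; phospho-Akt Ser473 by HTRF after 24 h, 665/615 ratio.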
GLP-1R inv ag = GLP-1 receptor (human) inverse agonism; Potency, µM (titrated, usually from 38.3 µM), for the others: at the highest dose activity change, negative = inhibition, most hits filed as inhibitors; HEK293 GLP-1R CRE-luciferase, luminescence, 24 h; GLP-1R form is constitutively active; AID 624417; hit rate 1.6% among 410,000; P43220; further: potency means the concentration at half of the fitted maximal effect; on the % scale 0 is the no-effect control and ±100 the full control effect; nearly all actives have a fitted effect of over 55% in size
Target sequence (P43220 whole entry, looked up): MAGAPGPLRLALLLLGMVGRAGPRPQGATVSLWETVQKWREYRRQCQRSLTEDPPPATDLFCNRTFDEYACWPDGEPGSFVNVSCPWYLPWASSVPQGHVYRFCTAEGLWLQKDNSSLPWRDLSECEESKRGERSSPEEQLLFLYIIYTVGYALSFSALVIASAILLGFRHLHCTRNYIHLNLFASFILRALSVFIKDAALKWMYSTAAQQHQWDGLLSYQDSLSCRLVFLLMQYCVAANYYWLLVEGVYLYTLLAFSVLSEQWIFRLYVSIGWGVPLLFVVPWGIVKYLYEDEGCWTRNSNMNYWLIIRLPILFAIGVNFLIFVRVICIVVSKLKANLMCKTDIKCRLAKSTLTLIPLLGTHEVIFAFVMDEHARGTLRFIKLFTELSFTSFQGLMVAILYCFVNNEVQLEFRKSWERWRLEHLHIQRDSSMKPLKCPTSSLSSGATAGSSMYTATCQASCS
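Assay principle: reduced luminescence from a cAMP-responsive reporter in HEK293 cells co-expressing a constitutively active GLP-1R. Conditions: 24 hr compound incubation, 37 deg C, 5% CO2.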
GLP-1R agonist = activates the human GLP-1 receptor. Potency, µM (series often up to 45.6 µM), without a hit: top-dose activation, most hits filed as activators. hit rate 0.007% among 380,000. HEK293 GLP-1R CRE-luciferase, luminescence, 4-6 h; cells express a hypersensitive GLP-1R form. P43220; further: potency means the concentration at half of the fitted maximal effect; % of control where 0% means no effect
Abeta rescue = compounds reversing amyloid beta toxicity in yeast; yeast expressing A-beta42, growth rescue, OD600, 48 h; response scale: 0% DMSO, 100% iron-clioquinol control; Potency, µM (series often up to 46.1 µM), for inactives: at the top dose growth rescue, most hits filed as activators; hit rate 0.063% among 410,000; AID 1347071; further: potency means the concentration at half of the fitted maximal effect; nearly all actives have a fitted effect of over 55% in size
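Yeast A-beta toxicity model in growth medium with pinned compounds, 48 h at 30 C; growth read as absorbance at 600 nm. Normalized to FeCl3/clioquinol equimolar mix (positive) and DMSO (negative).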
FUS yeast rescue = rescues growth of FUS-expressing yeast; S. cerevisiae FUS-expressing, growth rescue, OD600, 24 h; Potency, µM (series often up to 76.6 µM), for inactives: at the top dose growth rescue (activation), most hits filed as activators; hit rate 0.24% among 390,000; AID 1347120;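 further: potency means the concentration at half of the fitted maximal effect; plate controls were DMSO vehicle for no effect and reference control for full effect; nearly all actives have a fitted effect of over 55% in size; some results filed as inactive show a strong effect at the top dose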
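Quantitative HTS measuring growth restoration of FUS-toxic yeast. Galactose-induced cells (OD 0.005) were exposed 24hr at 30C to compounds at several concentrations, then absorbance at 600 nm was recorded.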
aSyn rescue = rescues yeast growth from alpha-synuclein toxicity; Yeast expressing alpha-synuclein, growth rescue, BacTiter-Glo, 24 h; Potency, µM (doses to about 46.1 µM), for the others: at the highest dose growth rescue (activation), hits mostly activators; hit rate 0.14% among 370,000; further: potency means the concentration at half of the fitted maximal effect; % of control where 0% means no effect; nearly all actives have a fitted effect of over 65% in size
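Readout is rescue of growth in alpha-synuclein-expressing yeast, so inhibitors of toxicity appear as activators. Growth after 24 hr at 30 deg C in galactose medium is quantified by luminescence.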
Starred values were filed as active, the others as inactive; i = inactive; ? = inconclusive; nt = not tested or not shown; [ ] = another dose, or the depositor's remark. Unless noted, the call rests on the fitted dose curve; in most records, active means well fitted curve in the direction sought with a large enough effect; inconclusive means small, poorly fitted or top-dose-only effect, or another doubt; inactive means no such curve, though single readings can be large; an effect the other way counts as inactive or inconclusive.

SMILES | PTHR1 ag | DRD3 antagonist | TDP43 rescue | Akt phos inh | GLP-1R inv ag | GLP-1R agonist | Abeta rescue | FUS yeast rescue | aSyn rescue
CNC(=O)C1CC(=O)N(CCc2ccccc2)C(=Nc2ccc(OC)cc2)S1 (stereo unspecified) | i | 0 | 7% | i | -5% | 14% | 1% | 8% | 1%
Cc1ccc(S(=O)(=O)Nc2cc(Cl)c(O)cc2C)cc1 | i | -12 | 0% | i | 0% | 11% | -4% | 2% | -1%
C[C@@H]1CN([C@H](C)CO)C(=O)c2cc(C#Cc3ccccc3F)cnc2O[C@@H]1CN(C)S(=O)(=O)c1ccccc1F | -6% | 0 | -6% | i | 1% | -3% | -3% | -12% | 0%
O=C1NC(=O)C(CC(=O)N(Cc2cccs2)C2(C(=O)NC3CCCC3)CCCCC2)N1 (stereo unspecified) | 6% | 8 | 0% | i | 1% | 1% | -13% | nt | 5%
CC(C)(C)NC(=O)COc1ccccc1C#N | -13% | 8 | -14%[0.397 µM] | i | -14% | ? | -5% | 17% | 4%
COc1cccc(C(C(=O)NC(C)(C)C)N(CC(C)C)C(=O)CCC(=O)Nc2cc(C)on2)c1OC (stereo unspecified) | i | -1 | -7% | i | -4% | 11% | 6% | ? | 4%
CCN(CC)S(=O)(=O)c1ccc(N2CCCC2)c(NC(=O)c2nn(C)c(=O)c3ccccc23)c1 | i | 5 | 20% | i | ? | 14% | -2% | ? | 3%
O=C(O)c1ccc(-c2ccc(/C=C3\NC(=O)N(Cc4ccc(Cl)cc4)C3=O)o2)cc1Cl | -42%[inhibitor] | 4 | -19%[9.22 µM] | i | -2%[7.66 µM] | 6% | -13% | ? | 11%
Cc1cc(C(F)F)n2nc(C(=O)Nc3sc4c(c3C#N)CCC4)nc2n1 | i | -5 | 5% | i | 2% | -6% | 6% | nt | 4%
CC(C)CCNc1cc(=O)n(C)c(=O)n1C | -21%[57.5 µM] | 5 | -7% | i | 9% | -4% | 10% | -17% | 3%
CCN1C(=O)/C(=C\c2ccco2)C(C(=O)OC)=C1C | i | ? | 0% | i | 32%[activator] | 5% | 17% | 3% | 2%
CCOc1ccccc1NC(=O)CSc1nc2ccccc2c(=O)n1CC1CCCO1 (stereo unspecified) | -15% | ? | ? | i | -17% | 15% | -11% | 1% | 14%
Cn1c2ccccc2c2cc(C(=O)NNS(=O)(=O)c3ccc(F)cc3)sc21 | -2%[57.5 µM] | 32 | 1% | i | -16% | -9% | 1% | 42% | 1%
COCCN1C[C@@H](CO)O[C@@H](n2cnc3c(N4CCN(c5ccccc5)CC4)ncnc32)C1 | i | 35 | 10% | i | -11% | -5% | 3% | 2% | 1%
CCN(CC)c1ccc2cc(C(N)=O)c(=O)oc2c1 | 2%[57.5 µM] | -3 | 11% | i | 9% | 9% | -14% | -5% | 7%
COc1ccc2c(c1)c1c(c(=O)n(Cc3ccccc3)c(=O)n1CC(=O)Nc1c(C)cccc1C)n2C | -74% | nt | 9% | nt | 13% | 0% | -8% | 22% | nt
Cc1c(CC(=O)N2CCC(C(N)=O)CC2)c(=O)oc2cc3c(cc12)CCC1(CCCCC1)O3 | i | 74 | 19% | i | -18% | 12% | -12% | ? | 0%
CCOC(=O)N1CCN(CC(=O)N2c3ccccc3Sc3ccccc32)CC1 | i | -11 | -4% | i | ? | 3% | -3% | 4% | 4%
c1ccc(Nc2ccc3c4c(cccc24)CC3)cc1 | -10%[57.5 µM] | -28 | ? | i | ? | 4% | 23% | 30% | 7%
Cc1ccc(NC(=O)C2CCCN2C(=O)NCc2ccccc2)cc1 (stereo unspecified) | i | -1 | 20%[9.22 µM] | i | 9% | 5% | -6% | -2% | 1%
COC(=O)c1cc(OC)c(OC)cc1NC(=S)N1CCN(c2ccccn2)CC1 | -10% | 13 | 15% | i | 4% | 16% | 2% | -15% | 2%
NS(=O)(=O)c1ccc2c(c1)oc(=O)c1cc(S(N)(=O)=O)ccc12 | i | -10 | -3% | i | 8% | 1% | 18% | 3% | 1%
COc1ccc(C(=O)NNC(=O)CSc2nc3c(c(=O)n(C)c(=O)n3C)n2C)cc1 | -3% | -5 | 3% | i | 5% | -5% | 0% | 9% | 4%
CCn1c(=O)cc(SCC(=O)NCCCN2CCN(c3ccccc3F)CC2)c2ccccc21 | -6% | -82* | -28% | i | -19% | 24% | 12% | 12% | -12%
CC(=O)NCCNc1nc2c(-c3cccc(C)c3)nnn2c2ccc(Cl)cc12 | -16% | nt | -12% | nt | 15% | 0% | -16% | -11% | nt
CCOC(=O)c1nn(-c2ccc3c(c2)CCN3C(C)=O)cc1O | -22%[57.5 µM] | 10 | 4% | i | 11µM* | 0% | 13% | 1% | 1%
CS(=O)(=O)N1CCCC(C(=O)NCCN2CCC(Cc3ccccc3)CC2)C1 (stereo unspecified) | -8%[57.5 µM] | -12 | -13% | i | -19% | -1% | 11% | 0% | 1%
CCOc1ccccc1NC(=O)c1c(NCc2sccc2C)sc2c1CCC(C)C2 (stereo unspecified) | 1% | nt | 14% | nt | -14% | nt | -5% | 49% | nt
COC(=O)c1ccc(COc2ccc3c(C)c(C)c(=O)oc3c2)o1 | -21%[57.5 µM] | -23 | -18% | nt | 0% | 2% | -9% | 29% | 2%
CC(C)N=C1NN=C(c2cccs2)C(CC(=O)O)S1 (stereo unspecified) | i | 9 | -6% | i | 48%[activator] | 1% | 15% | -5% | -8%

Some of these compounds in order of molecular weight, high to low:
SMILES | PTHR1 ag | DRD3 antagonist | TDP43 rescue | Akt phos inh | GLP-1R inv ag | GLP-1R agonist | Abeta rescue | FUS yeast rescue | aSyn rescue
CCn1c(=O)cc(SCC(=O)NCCCN2CCN(c3ccccc3F)CC2)c2ccccc21 | -6% | -82* | -28% | i | -19% | 24% | 12% | 12% | -12%
O=C(O)c1ccc(-c2ccc(/C=C3\NC(=O)N(Cc4ccc(Cl)cc4)C3=O)o2)cc1Cl | -42%[inhibitor] | 4 | -19%[9.22 µM] | i | -2%[7.66 µM] | 6% | -13% | ? | 11%
CCOC(=O)N1CCN(CC(=O)N2c3ccccc3Sc3ccccc32)CC1 | i | -11 | -4% | i | ? | 3% | -3% | 4% | 4%
CC(=O)NCCNc1nc2c(-c3cccc(C)c3)nnn2c2ccc(Cl)cc12 | -16% | nt | -12% | nt | 15% | 0% | -16% | -11% | nt
c1ccc(Nc2ccc3c4c(cccc24)CC3)cc1 | -10%[57.5 µM] | -28 | ? | i | ? | 4% | 23% | 30% | 7%

Next part
SMILES | PTHR1 ag | DRD3 antagonist | TDP43 rescue | Akt phos inh | GLP-1R inv ag | GLP-1R agonist | Abeta rescue | FUS yeast rescue | aSyn rescue
C=CCn1c(SCC(=O)Nc2cc(C)on2)nc2sc(C)c(C)c2c1=O | i | 24 | 15% | i | 12% | -1% | 4% | -17% | 0%
O=C(Nc1ccc(F)cc1F)c1cncc(Br)c1 | i | 11 | -3%[0.397 µM] | i | -17% | 11% | 5% | -5% | 4%
CN(C(=O)COC(=O)CCC(=O)c1ccccc1)c1c(N)n(Cc2ccccc2)c(=O)[nH]c1=O | 15% | 2 | -5% | i | 8% | 0% | 3% | 5% | -18%
Cc1ccc(N2CC(NC(=O)c3ccc4c(c3)OCO4)CC2=O)cc1 (stereo unspecified) | i | nt | ? | nt | 7% | nt | 8% | -11% | nt
CCCNC(=O)C1CCCN(S(=O)(=O)c2ccc3c(c2)CC(C)N3C(=O)C2CC2)C1 (stereo unspecified) | i | 3 | 8% | i | 11% | 16% | -3% | -2% | 5%
O=C(OCc1cccc([N+](=O)[O-])c1)c1ccc2ccccc2n1 | i | 1 | 30%[9.22 µM] | i | 22% | 11% | 26% | -3% | 2%
CC1CC1C(=O)OCC(=O)Nc1cccc([N+](=O)[O-])c1 (stereo unspecified) | i | -5 | 21% | i | 13% | 7% | -9% | -8% | -3%
O=C(OCC(=O)N1CCCc2ccccc21)c1cc(Cl)ccc1O | -24% | 15 | -3% | i | ? | 1% | 4% | 27% | 1%
C/C(=N\NC(=O)c1cccc(S(=O)(=O)N2CCCC2)c1)c1ccco1 | i | 4 | 8% | i | 9% | 5% | 1% | 1% | -5%
O=C(OCCCC(=O)N1CCOCC1)c1ccccc1 | -20% | 20 | 8% | i | 8% | -4% | 7% | 2% | -12%
CCn1c(O)c(N=NC(=O)c2cccs2)c2ccccc21 | -37%[inhibitor] | 5 | ? | i | 20% | 6% | -14% | -21% | 0%
O=C(CC1C(=O)NCCN1Cc1ccc(-c2ccccc2)cc1)NCCCn1cccn1 (stereo unspecified) | -2% | -9 | 2% | i | 16% | -5% | 8% | 16% | 2%
N#Cc1ccc(C23CC4(C2)[C@H](CN(Cc2ccc(-c5ccccc5)cc2)[C@@H]4c2ccccc2)C3c2ccc(Cl)nc2)cc1 (stereo partly specified) | i | 11 | 15% | i | 15% | 5% | 15% | 34% | 1%
C=CCSc1ncnc2sc(C)c(C)c12 | 9% | -13 | 7% | i | 2% | 10% | -10% | -31% | 19%
O=c1cc(CSc2ncn[nH]2)[nH]c2ccc(F)cc12 | i | nt | 0% | nt | 15% | nt | -10% | -15% | nt
CC(C)N(CCNC(=O)C1CCC(=O)N1Cc1ccc(F)cc1)Cc1ccccc1 (stereo unspecified) | i | 0 | -8% | i | -14% | -5% | -5% | -4% | -1%
COc1ccc(NC(=O)C(=O)N2N=C(C(C)C)CC2(O)C(F)(F)F)cc1 (stereo unspecified) | i | ? | -12% | i | 3% | -1% | -5% | 13% | -5%
O=S(=O)(NC1=NCCC1)c1cccc(NC(=S)Nc2ccc(OC(F)F)cc2)c1 | -26% | 14 | 27% | i | ? | -7% | -12% | 9% | -5%

Source: PubChem (National Center for Advancing Translational Sciences (NCATS))

An excerpt; count on the stated rates, not on these rows.
